a7 integrin act = activators of alpha7 integrin expression for muscular dystrophy. alpha7betagal myoblasts, beta-gal FDG fluorescence, 48 h. Potency, µM (titrated, usually from 38.3 µM), for inactives: top-dose activation, hits mostly activators. 350,000 compounds, 0.064% hits. AID 624291;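 note: potency is the fitted concentration of half-maximal effect; 100% = response of the positive control SU9516; nearly all actives have a fitted effect of over 60% in size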
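Alpha7betagal+/- myoblasts (passage 13) were plated 16-24 hr, then exposed to compounds (1:260 dilution of DMSO stock) for 48 hours at 37C. After MPER lysis, β-galactosidase reporter activity was read as FDG fluorescence (ex 480/em 540) after 30 minutes.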
Menin MLL FP TR = inhibitors of human menin-MLL interaction, mutant MLL peptide; O00255; Potency, µM (doses to about 61.6 µM), for inactives: at the highest dose FP activity change, negative = inhibition, hits mostly inhibitors; 270,000 compounds, 0.23% hits; Menin + Texas Red MLL mutant peptide, fluorescence polarization; AID 1768; active = well fitted inhibition curve with a large enough effect in the polarisation, with a control signal flat, not every such curve was filed as active; inconclusive = small, poorly fitted or top-dose-only effect, or effect the other way, or a change in a side signal; inactive = no such curve, though single readings can be large or run the other way; the % refers to the polarisation; note: potency is the fitted concentration of half-maximal effect; % of control where 0% means no effect; many of its hits are not listed in these tables
TCR act = activates T cell receptor signaling. primary human leukocytes, anti-CD3, IL-2 HTRF, 48 h. AID 504894. Potency, µM (top dose mostly 9.22 µM), without a hit: top-dose activation of IL-2 secretion, most hits filed as activators. 330,000 tested, under 10 active; note: % of control where 0% means no effect
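Primary human leukocytes were stimulated with a-CD3 beads plus compounds for 48 hr without co-stimulation; secreted IL-2 was quantified by HTRF using a-IL-2-K (europium cryptate) and a-IL-2-d2, excited at 320nm with acceptor emission read at 665nm.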
Mito fusion yeast = mitochondrial division inhibition or fusion activation | S. cerevisiae fusion-defective mutant growth rescue, CellTiterGlo 48 h | Potency, µM (series often up to 46.1 µM), for inactives: at the highest dose growth rescue (activation), most hits filed as activators | 320,000 compounds, 0.23% hits;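 note: potency is the fitted concentration of half-maximal effect; % of control where 0% means no effect; nearly all actives have a fitted effect of over 45% in size; temperature-sensitive fusion mutants such as fzo1-1 at 37 °C on non-fermentable ethanol glycerol medium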
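Luminescent cell viability in 1536-well qHTS format served as the measure of rescued growth in ts fusion-mutant S. cerevisiae cultured on non-fermentable YPEG for 48 hours at 37C.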
MLL CXXC-DNA inh = blocks binding of human MLL CXXC domain to DNA. Q03164. MLL-CXXC / FITC-HOXA9 DNA fluorescence polarization. Potency, µM (highest dose often 115 µM), without a hit: top-dose activity change, negative = inhibition, usual class: inhibitors. 290,000 compounds, 0.037% hits; active = well fitted inhibition curve with a large enough effect in the polarisation, with a control signal flat, not every such curve was filed as active; inconclusive = small, poorly fitted or top-dose-only effect, or effect the other way, or a change in a side signal; inactive = no such curve, though single readings can be large or run the other way; the % refers to the polarisation; note: potency is the fitted concentration of half-maximal effect
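Steps: dispense CXXC domain solution (7 uM) → pin compounds or unlabeled HOX-A9 DNA control → 5 min ambient → add FLSN-HOX-A9 solution (50 nM) → spin → 30 min ambient → fluorescence polarization. Tris pH 7.5/NaCl/DTT/BSA buffer.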
TSHR antagonist = antagonists of human thyroid stimulating hormone receptor; AID 504810; activity change, negative = inhibition, % at 11.5 µM; P16473; 330,000 compounds, 0.2% hits; TSHR-expressing cells, TSH-stimulated cAMP HTRF, 2 h; active compounds read low;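 active = activity change below a set negative limit, meaning inhibition stronger than a set level, cut at about -70% in these data; inconclusive = activity change between two set negative limits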; note: % is set by controls: 0 for no effect and ±100 for the full control effect
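Read-out is FRET at 665 nm (cryptate excitation 337 nm) from a cryptate-tagged anti-cAMP antibody, competed by cell cAMP against cAMP-d2. Compounds are tested on freshly harvested TSHR cells challenged with 4nM TSH (EC80) for 2 hours at 37 deg C.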
MBNL1-CUG inh = blocks human MBNL1 binding to CUG repeat RNA | Q9NR56 | TR-FRET MBNL1-His/biotin-(CUG)12 binding, 665/545 ratio | Potency, µM (top dose mostly 57.5 µM), for the others: top-dose activity change, negative = inhibition, most hits filed as inhibitors | 280,000 compounds, 0.036% hits; active = well fitted inhibition curve with a large enough effect in the signal ratio, with a control signal flat, not every such curve was filed as active; inconclusive = small, poorly fitted or top-dose-only effect, or effect the other way, or a change in a side signal; inactive = no such curve, though single readings can be large or run the other way; the % refers to the signal ratio; note: potency is the fitted concentration of half-maximal effect; % is set by controls: 0 for no effect and ±100 for the full control effect
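MBNL1-His + Biotin-(CUG)12, cpd titration 92 nM–58 uM; Tb anti-His Ab 0.055 ng/ul, SA-XL665 5 nM (final); 60 min RT; ratiometric 665/545 nm, Ex 340 nm; normalized to buffer and full-complex controls.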
AT treatment = potential ataxia-telangiectasia treatment. AID 485349. 320,000 compounds, 0.19% hits. Potency, µM (series often up to 57.5 µM), for inactives: top-dose activation, actives largely listed as activators. […] A-T fibroblasts, KAP-1 phosphorylation AlphaLISA; neocarzinostatin DNA damage 30 min before lysis; note: potency is the fitted concentration of half-maximal effect; % of control where 0% means no effect; nearly all actives have a fitted effect of over 45% in size
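hTERT-immortalized A-T patient fibroblasts ([…]), 500 cells/well in OPTI-MEM, 1% FBS, got compounds for 60 min, then NCS for 30 min at 37C. Lysates were then assayed for phospho-KAP-1 by AlphaLISA (anti-pKAP1 donor, anti-KAP1 acceptor beads), 6 hr at 25C.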
TSG101-PTAP inh = blocks PTAP/TSG101 interaction to inhibit HIV-1 budding. Potency, µM (doses to about 115 µM), without a hit: at the top dose activity change, negative = inhibition, most hits filed as inhibitors. 340,000 tested, under 10 active. AID 493005. Q99816. Fluorescence polarization, FITC-PTAP peptide / Tsg101 binding; active = well fitted inhibition curve with a large enough effect in the main read-out, with a control signal flat, not every such curve was filed as active; inconclusive = small, poorly fitted or top-dose-only effect, or effect the other way, or a change in a side signal; inactive = no such curve, though single readings can be large or run the other way; note: potency is the fitted concentration of half-maximal effect; % of control where 0% means no effect
Target sequence (Q99816 whole entry, looked up): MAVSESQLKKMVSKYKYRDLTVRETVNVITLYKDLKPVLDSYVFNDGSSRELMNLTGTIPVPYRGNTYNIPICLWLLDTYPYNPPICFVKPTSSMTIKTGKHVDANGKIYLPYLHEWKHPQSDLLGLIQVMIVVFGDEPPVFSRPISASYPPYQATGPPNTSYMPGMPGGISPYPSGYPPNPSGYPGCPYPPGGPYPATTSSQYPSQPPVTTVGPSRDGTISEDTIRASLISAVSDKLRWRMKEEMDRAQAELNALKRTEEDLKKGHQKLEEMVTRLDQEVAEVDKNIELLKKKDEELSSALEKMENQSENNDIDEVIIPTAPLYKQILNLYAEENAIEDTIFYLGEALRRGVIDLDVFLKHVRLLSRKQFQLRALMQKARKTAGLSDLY
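Fluorescence polarization binding of Tsg101 binding domain (10 uM final) to FITC-labeled PTAP peptide (50 nM final) in HEPES pH 7.5 buffer with NaCl, Tween 20, EDTA, TCEP. Compounds added before peptide; binding 20 min at RT.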
S-ASM inh = inhibitors of human secretory acid sphingomyelinase | AID 504937 | 340,000 compounds, 0.006% hits | P17405 | placental ASM, HMU-PC fluorogenic substrate, 60 min | Potency, µM (doses to about 57.5 µM), for inactives: top-dose activity change, negative = inhibition, usual class: inhibitors; note: potency is the fitted concentration of half-maximal effect
Target sequence (P17405 47-631 limits assumed): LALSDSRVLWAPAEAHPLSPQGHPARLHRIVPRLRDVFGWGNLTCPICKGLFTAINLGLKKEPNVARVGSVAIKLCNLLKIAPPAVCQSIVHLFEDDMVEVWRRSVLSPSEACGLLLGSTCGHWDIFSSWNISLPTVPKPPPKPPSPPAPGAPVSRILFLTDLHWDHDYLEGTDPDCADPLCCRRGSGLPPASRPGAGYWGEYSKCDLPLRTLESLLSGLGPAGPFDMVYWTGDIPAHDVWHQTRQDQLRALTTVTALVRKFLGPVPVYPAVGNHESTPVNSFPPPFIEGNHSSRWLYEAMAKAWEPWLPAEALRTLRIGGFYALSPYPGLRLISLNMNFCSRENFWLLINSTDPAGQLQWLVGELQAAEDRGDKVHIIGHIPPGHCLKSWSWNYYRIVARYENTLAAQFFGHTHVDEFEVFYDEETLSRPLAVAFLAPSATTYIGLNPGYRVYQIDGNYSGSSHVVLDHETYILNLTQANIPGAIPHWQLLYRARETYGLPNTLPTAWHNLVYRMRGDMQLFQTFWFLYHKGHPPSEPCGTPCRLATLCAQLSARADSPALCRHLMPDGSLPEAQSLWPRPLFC
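Fluorescence read-out (Ex 386 nm, Em 447 nm) after stopping the reaction at pH 10. Enzyme: ASM from human placenta; substrate HMU-PC0, 9 uM final; 60 min, 37 °C. Compound preincubation 10 min, ambient temperature.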
Active calls of the source: *; ? = inconclusive; . = not tested or not shown; & = joins results of further samples; [ ] = another dose, or the depositor's remark. Unless noted, calls come from the whole dose curve; as a rule, active = well fitted curve in the direction sought with a large enough effect; inconclusive = small, poorly fitted or top-dose-only effect, or another doubt; inactive = no such curve, though single readings can be large; an effect the other way counts as inactive or inconclusive. This is a subset; count on the stated rates, not on these rows.

Letters – A = a7 integrin act; B = Menin MLL FP TR; C = TCR act; D = Mito fusion yeast; E = MLL CXXC-DNA inh; F = TSHR antagonist; G = MBNL1-CUG inh; H = AT treatment; I = TSG101-PTAP inh; J = S-ASM inh
mol: S=C1CN=C(c2ccccc2Cl)c2cc(Cl)ccc2N1
  A: -20.1% | B: 5.9% | C: -0.5%[46.1 µM] | D: 10.8% | E: 5.0% | F: -9.9 | G: 9.2% | H: -8.7% | I: -1.7% | J: 1.3%
mol: O=C(Nc1ccc(OC(=O)N2CCCCC2)cc1)N1CCOCC1
  A: -0.7% | B: 3.2% | C: -22.1% | D: 4.1% | E: 47.3%[activator] | F: 6.7 | G: 1.3% | H: -0.3% | I: 1.1% | J: -2.7%
mol: COc1ccc2c(C)c(CC(=O)N3C[C@H]4C[C@@H](C3)c3cccc(=O)n3C4)c(=O)oc2c1
  A: -18.5% | B: -1.7% | C: 14.8% | D: 0.3% | E: -7.3% | F: 4.6 | G: 4.9% | H: -0.8% | I: 0.2% | J: 0.4%
mol: Nc1c(Br)cc2c3c(cccc13)-c1ccccc1-2
  A: -33.7%[inhibitor] | B: . | C: 16.6% | D: . | E: . | F: . | G: . | H: . | I: -17.3% | J: -22.3%
mol: CCOC(=O)C1(c2ccccc2)CCN(CC(O)c2ccc(NC(C)=O)cc2)CC1 (centres undefined)
  A: 11.6% | B: . | C: 3.3% | D: . | E: . | F: . | G: . | H: . | I: -2.1% | J: 0.5%
mol: O=S(=O)(c1ccc(Cl)cc1)N1CCCC1c1cccnc1 (centres undefined)
  A: -4.1% | B: . | C: 13.7% | D: 3.5% | E: -7.2% | F: -13.8 | G: . | H: 8.1% | I: -0.4% | J: -2.4%
mol: O=C(CN1CCCC1=O)N1CCOCC1
  A: -16.5% | B: 8.4% | C: 7.3% | D: 1.7% | E: 3.3% | F: 13.1 | G: 0.9% | H: 0.3% | I: -6.3% | J: 3.0%
mol: CCOP(=O)(CN(CC)CCNP(=O)(OCC)OCC)OCC
  A: 8.7% | B: 0.1% | C: -4.1% | D: 0.1% | E: -3.5% | F: -0.2 | G: 1.7% | H: -3.4% | I: 1.4% | J: -0.6%
mol: COC(=O)C1=C(c2ccc(F)cc2F)C[C@@H]2CC[C@H]1N2C(=O)NCc1ccc(F)cc1
  A: -5.2% | B: . | C: 0.5% | D: 5.2% | E: . | F: -2.2 | G: . | H: -15.5% | I: -13.1% | J: -2.4%
mol: O=c1[nH]c(=S)[nH]c(O)c1/C=C1\C=Nc2ccccc21
  A: -56.5%[inhibitor] | B: . | C: -2.5% | D: . | E: . | F: . | G: . | H: . | I: -1.0% | J: -3.3%
mol: CC(C)n1c(=O)c(C=Nc2ccc(Br)cc2)c(O)n(Cc2ccco2)c1=O
  A: -9.6% | B: -26.4% | C: 4.5%[46.1 µM] | D: 24.9% | E: 16.4% | F: 0.0 | G: 0.0% | H: 1.8% | I: 7.3% | J: 14.7%
mol: CC(C)(C)P(=O)(c1ccncc1)N1CCCC1 (centres undefined)
  A: 5.3% | B: 8.7% | C: . | D: -1.0% | E: -0.4% | F: -1.3 | G: 7.3% | H: -0.8% | I: -7.3% | J: -1.3%
mol: COC(=O)C1=C(c2ccc(F)cc2OCc2ccccc2)C[C@@H]2CC[C@H]1N2C(=O)NCc1cccc(F)c1
  A: -7.5% | B: . | C: 0.6% | D: ? | E: . | F: -27.0 | G: . | H: 1.5% | I: -5.2% | J: -3.3%
mol: COc1ccccc1N1CCN(Cc2ccc(F)cc2)CC1
  A: 18.5% | B: -15.7% | C: 5.3% | D: 0.2% | E: 17.5% | F: -0.2 | G: -8.9% | H: -0.2% | I: -1.8% | J: 8.5%
mol: CCOC(=O)[C@@]1(C#N)[C@@H]2C=CC(C(N)=O)=CN2[C@@H](C(N)=O)[C@@H]1c1cccc(Cl)c1
  A: 20.4% | B: -22.8% | C: 5.5% | D: -4.4% | E: 5.6% | F: -0.4 | G: 19.6% | H: 1.8% | I: -1.5% | J: 13.5%
mol: COc1ccc(C2NCc3ccc4c(c3-n3cccc32)OCO4)cc1O (centres undefined)
  A: 4.8% | B: -19.7% | C: 4.5% | D: 3.1% | E: 10.0% | F: 0.2 | G: 10.8% | H: 1.7% | I: 1.2% | J: 3.0%
mol: CCOC(=O)c1cccc([P+](=O)O)c1
  A: 19.7% | B: -10.0% | C: -7.8%[46.1 µM] | D: -0.7% | E: 2.2% | F: 0.2 | G: -5.8% | H: 2.6% | I: -1.4% | J: 2.1%
mol: c1cncc(C2CCCCN2Cc2ccc3c(c2)OCO3)c1 (centres undefined)
  A: -15.5% | B: -6.3%[11.7 µM] | C: 10.6% | D: -2.0% | E: 2.5% | F: 2.5 | G: 0.3% | H: 11.0% | I: -1.1% | J: 1.4%
mol: S=C1NC2(CCCCC2)NC12CCCCC2
  A: -5.2% | B: -3.7% | C: 0.7% | D: -13.8% | E: -0.3% | F: 9.1 | G: -1.5% | H: 8.5% | I: -1.3% | J: 1.4%
mol: CCOC(=O)C1CCCCC12C(C#N)=C(N)Oc1n[nH]c(C)c12 (centres undefined)
  A: 20.6% | B: 4.6% | C: . | D: -4.6% | E: 5.3% | F: -6.4 | G: -2.3% | H: -3.7% | I: 2.9% | J: 6.8%
mol: CC(O)(CS(=O)(=O)c1ccccc1)C(=O)Nc1cccc(C(F)(F)F)c1 (centres undefined)
  A: 0.8% | B: . | C: . | D: 0.3% | E: -3.0% | F: 7.2 | G: 3.9% | H: -3.7% | I: . | J: -0.7%
mol: COc1ccc(CCNCc2ccccc2F)cc1
  A: -13.4% | B: ? | C: -3.4% | D: -8.8% | E: -14.1% | F: -6.0 | G: 3.2% | H: -5.3% | I: 0.3% | J: -1.6%
mol: COC(=O)[C@]1(C)C[C@H]1[C@H](NP(=O)(c1ccccc1)c1ccccc1)c1ccccc1
  A: 18.5% | B: -16.9%&3.8% | C: 4.6% | D: 1.2% | E: 0.3% | F: 0.1 | G: -10.3% | H: -6.9% | I: 1.9% | J: 2.2%
mol: CCOP(=O)(OCC)C(NC(=O)c1ccc(C)cc1)C(Cl)(Cl)Cl (centres undefined)
  A: -14.7% | B: -4.5% | C: 1.0% | D: 2.4% | E: 4.6% | F: 37.6 | G: ? | H: -3.5% | I: -0.8% | J: 3.3%
mol: CC1=NN(c2ccccc2)C(=O)C1/C=C1/C(=O)NC(=O)N(c2cccc(C)c2)C1=O (centres undefined)
  A: . | B: 24.8% | C: . | D: -0.8% | E: 3.7% | F: -1.4 | G: 1.3% | H: -10.7% | I: . | J: .
mol: Cc1ccc(OCC(=O)Nc2ccc(Cl)cc2C(=O)c2ccccc2)cc1
  A: 2.9% | B: -3.8% | C: ? | D: -2.9% | E: 5.0% | F: 3.7 | G: . | H: 2.1% | I: -1.5% | J: -0.2%

Rewritten with each value named: 3 of the compounds above
O=S(=O)(c1ccc(Cl)cc1)N1CCCC1c1cccnc1 (centres undefined)
  a7 integrin act: -4.1%
  Menin MLL FP TR: .
  TCR act: 13.7%
  Mito fusion yeast: 3.5%
  MLL CXXC-DNA inh: -7.2%
  TSHR antagonist: -13.8
  MBNL1-CUG inh: .
  AT treatment: 8.1%
  TSG101-PTAP inh: -0.4%
  S-ASM inh: -2.4%
O=C(CN1CCCC1=O)N1CCOCC1
  a7 integrin act: -16.5%
  Menin MLL FP TR: 8.4%
  TCR act: 7.3%
  Mito fusion yeast: 1.7%
  MLL CXXC-DNA inh: 3.3%
  TSHR antagonist: 13.1
  MBNL1-CUG inh: 0.9%
  AT treatment: 0.3%
  TSG101-PTAP inh: -6.3%
  S-ASM inh: 3.0%
CCOP(=O)(CN(CC)CCNP(=O)(OCC)OCC)OCC
  a7 integrin act: 8.7%
  Menin MLL FP TR: 0.1%
  TCR act: -4.1%
  Mito fusion yeast: 0.1%
  MLL CXXC-DNA inh: -3.5%
  TSHR antagonist: -0.2
  MBNL1-CUG inh: 1.7%
  AT treatment: -3.4%
  TSG101-PTAP inh: 1.4%
  S-ASM inh: -0.6%

Screening results: PubChem BioAssay, National Center for Advancing Translational Sciences (NCATS)
